CCR6 antag – blocks CCL20-driven beta-arrestin recruitment at human CCR6; P51684; CHO-K1 CCR6 PathHunter beta-arrestin, luminescence, CCL20-stimulated; inhibition, % at 20 µM; hit rate 0.49% among 340,000; AID 493098;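 active = compounds whose inhibition of the agonist-driven luminescence signal at 20 µM reaches about 50%, limit read from the data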;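 note: cells stimulated with CCL20 at 14 nM final; plate controls were DMSO with CCL20 for no effect and DMSO without agonist for full effect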
APJ antagonist – blocks the human apelin receptor APJ; P35414; CHO-K1 APJ beta-arrestin complementation, luminescence; inhibition, % at 20 µM; hit rate 0.32% among 330,000; AID 2521;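 active = inhibition above about 40% at 20 µM, limit read from the data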;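 note: cells challenged with 10 nM apelin-13 agonist together with compound; plate controls were apelin-13 plus DMSO wells for no effect and DMSO wells lacking apelin-13 for full effect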
Target sequence (P35414 whole entry, looked up): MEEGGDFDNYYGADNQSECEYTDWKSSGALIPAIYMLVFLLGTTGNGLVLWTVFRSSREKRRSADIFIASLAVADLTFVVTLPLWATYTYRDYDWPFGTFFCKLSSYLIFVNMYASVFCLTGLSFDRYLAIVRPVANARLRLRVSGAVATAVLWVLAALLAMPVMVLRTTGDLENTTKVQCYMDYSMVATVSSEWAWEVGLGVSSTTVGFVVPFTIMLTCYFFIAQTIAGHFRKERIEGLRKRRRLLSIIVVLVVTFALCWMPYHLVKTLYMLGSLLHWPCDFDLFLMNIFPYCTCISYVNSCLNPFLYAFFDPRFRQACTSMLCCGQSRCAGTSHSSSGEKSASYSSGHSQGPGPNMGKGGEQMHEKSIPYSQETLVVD
EBI2 block – antagonists of human EBI2 receptor; P32249; inhibition, % at 5 µM; EBI2 beta-arrestin recruitment, luminescence, 7a,25-OHC stimulated; AID 651636; hit rate 0.81% among 360,000; in the data active = inhibition above about 38%;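 note: enzyme fragment complementation signal reports receptor beta-arrestin coupling in cells; 0% = agonist plus DMSO wells and 100% = wells without agonist; some results beyond the cut were filed as inactive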
UBC13 polyUb – inhibitors of human UBC13 polyubiquitin chain formation | hit rate 0.47% among 330,000 | P61088 | AID 485273 | inhibition, % at 20 µM | TR-FRET; in the data active = inhibition above about 45%, passing the limit was not always enough
Target sequence (P61088 whole entry, looked up): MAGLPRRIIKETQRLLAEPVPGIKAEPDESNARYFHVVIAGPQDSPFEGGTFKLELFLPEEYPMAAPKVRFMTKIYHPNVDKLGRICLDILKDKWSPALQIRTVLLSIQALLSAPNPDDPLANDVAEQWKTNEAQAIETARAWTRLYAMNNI
APJ ag – activates the human apelin receptor APJ; P35414; CHO-K1 APJ PathHunter beta-arrestin, luminescence; 0% DMSO wells, 100% apelin; activation, % at 20 µM; hit rate 0.11% among 330,000;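 active = activation more than six SD over the plate average, tested at 20 µM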;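 note: 0% = DMSO alone and 100% = apelin-13 at 10 nM; some results filed as inactive read as strong as hits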
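Test system: CHO-K1 APJ beta-arrestin complementation cell line. Amount: cell density 1000 per well. Controls: DMSO negative, 10 nM Apelin-13 positive. Signal: luminescent beta-gal fragment complementation, chemiluminescent substrate. Read-out basis: agonist-driven arrestin binding to APJ. Timing: compound stimulation 90 min at 25 °C, detection 60 min.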
Gli-Sufu block – blocks Gli-Sufu signaling in a luciferase reporter; Sufu-KO-LIGHT fibroblasts, Gli luciferase reporter luminescence; inhibition, % at 5 µM; hit rate 0.74% among 340,000; AID 588413;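 active = inhibition above about 55%, limit read from the data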;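 note: 0% = DMSO-treated cells and 100% = wells with medium but no cells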
CXCR6 block – blocks human CXCR6 beta-arrestin recruitment; inhibition, % at 20 µM; hit rate 0.36% among 360,000; O00574; CHO-K1 PathHunter CXCR6 beta-arrestin, luminescence; in the data active = inhibition above about 34%, passing the limit was not always enough;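 note: antagonist mode with CXCL16 agonist at 10 nM final; 0% = 10 nM CXCL16 with DMSO and 100% = unstimulated wells without agonist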
ATG4B inh – inhibitors of human ATG4B cysteine protease; Q9Y4P1; ATG4B cleavage of LC3-PLA2, NBD-HPC fluorescence, 1 h; inhibition, % at 8.33 µM; hit rate 0.51% among 340,000; AID 504462; in the data active = inhibition above about 40%
Target sequence (Q9Y4P1 whole entry, looked up): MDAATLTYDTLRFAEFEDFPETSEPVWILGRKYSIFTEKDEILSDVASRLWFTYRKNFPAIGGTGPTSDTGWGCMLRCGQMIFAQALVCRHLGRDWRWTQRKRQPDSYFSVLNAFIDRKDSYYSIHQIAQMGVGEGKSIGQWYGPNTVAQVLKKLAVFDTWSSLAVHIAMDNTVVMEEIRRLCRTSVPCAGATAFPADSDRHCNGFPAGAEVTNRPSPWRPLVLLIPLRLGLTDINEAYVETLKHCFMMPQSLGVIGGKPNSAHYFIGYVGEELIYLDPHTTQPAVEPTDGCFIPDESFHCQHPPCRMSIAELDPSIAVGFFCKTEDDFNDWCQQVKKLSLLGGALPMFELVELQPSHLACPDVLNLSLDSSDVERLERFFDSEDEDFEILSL
Starred values were filed as active, the others as inactive; · = no result given.

SMILES	CCR6 antag	APJ antagonist	EBI2 block	UBC13 polyUb	APJ ag	Gli-Sufu block	CXCR6 block	ATG4B inh
CN(Cc1nc2ccc(Cl)cc2[nH]1)Cc1nc(-c2cnccn2)no1	12.2	-9.2	2.7	3.5	-0.6	-0.3	-10.0	8.8
Cc1nc(C)c(-c2csc(Nc3ccc(O)c(C(=O)O)c3)n2)s1	10.3	13.2	1.8	5.8	1.0	3.1	-12.8	-0.8
N/C(=N\OC(=O)C1CCCCC1)c1ccccn1	0.2	21.3	-12.3	10.3	-4.6	-40.1	2.6	0.7
CCOc1ccc(N2C(=O)CC(N(Cc3ccco3)C(=O)CCC(=O)O)C2=O)cc1 (stereo not drawn)	12.2	15.8	-3.1	1.7	-3.4	-8.6	-2.6	-3.9
C=CCNC(=O)c1c(CSc2ccc(Cl)cc2)noc1C(=O)NCCC	15.1	8.3	-4.3	10.4	-5.6	6.5	8.0	-3.3
CCOc1ccc(-c2cc(C(=O)O)c3ccccc3n2)cc1	-5.7	10.8	-2.9	17.1	-2.8	-88.9	3.5	0.9
O=C(CSc1nc2ccccc2s1)Nc1ccc(N2CCOCC2)c(Cl)c1	21.2	2.5	3.4	4.3	1.4	18.8	-13.3	1.4
CC(C)(C)[C@@H]1COC(=O)[C@H](Cc2ccc(F)cc2)CC/C=C\C[C@@H](CC(=O)NCCO)C(=O)N1	-8.3	16.3	6.4	-3.1	-4.9	0.1	9.5	-7.5
COc1ccc(NC(C)=O)cc1NC(=O)CSc1nnc(-c2ccc(F)cc2)n1N	-5.9	-17.7	-4.2	-7.5	-2.6	-18.6	-3.2	2.4
CC1(C)CCc2cc(-c3ccn(S(=O)(=O)c4ccccc4Cl)n3)ccc2O1	16.3	18.8	15.4	-9.1	-0.4	-20.0	7.4	-4.3
CC(C)(C)c1ccc(C(=O)NNc2cc(Cl)cc(Cl)c2)cc1	5.9	4.7	34.4	-3.2	-11.2	1.9	9.5	-0.3
COC(=O)c1cc(C(=O)OC)n(Cc2ccc(Br)cc2)n1	-24.7	-1.6	8.0	18.7	-2.4	2.0	2.0	1.7
Cc1sc2ncn(CC(=O)N(CC(=O)NC3CCCC3)Cc3cccs3)c(=O)c2c1C	4.4	6.6	6.9	6.1	-1.5	0.4	-11.7	-8.2
Cc1ccsc1C(=O)NCCc1ccc(S(N)(=O)=O)cc1	-18.2	7.1	-2.5	-3.6	-0.3	-9.0	1.8	-0.1
Cc1c(C(=O)Nc2ccc(S(N)(=O)=O)cc2)oc2ccc(Cl)cc12	8.3	22.4	-6.0	2.3	-0.8	2.9	-0.4	10.4
O=C(Nc1csnn1)c1csnn1	-3.5	11.6	-2.6	4.9	-2.6	-7.0	0.9	6.9
O=C(NCc1cccs1)C(=O)NCC(c1ccco1)N1CCN(c2ccccc2F)CC1 (stereo not drawn)	13.5	8.3	52.1*	-8.2	-3.3	8.8	-7.7	-3.3
Nc1nc(-c2ccc3c(c2)CCCC3)cs1	15.7	9.2	1.6	1.8	-7.7	-77.7	-3.8	-4.7
O=C(CNS(=O)(=O)c1ccc2c(c1)OCCCO2)N1CCN(Cc2ccccc2)CC1	6.2	-10.4	2.2	-4.5	-1.7	2.8	5.3	-9.7
O=C(/C=C/Nc1ccc(Oc2ccccc2Cl)cc1)c1ccco1	-4.9	-2.9	19.4	-4.1	0.8	-53.5	-2.6	30.5
O=S(=O)(NCCOc1ccccc1F)c1ccc(Cl)cc1F	6.6	-6.2	-2.4	9.9	-3.2	5.8	0.7	5.6
CN(C)c1ccc(/C=N/n2c(-c3cccnc3)n[nH]c2=S)cc1	-2.0	18.0	-3.7	-18.2	-2.7	-0.9	-10.8	-9.9
Cc1ccc(NC(=O)c2ccccc2[N+](=O)[O-])nc1	-2.7	-3.7	-7.5	0.7	-2.3	-2.2	-2.0	-1.4
COc1ccc(C(=O)NC(=S)Nc2ccccc2N2CCCCC2)cc1[N+](=O)[O-]	71.8*	8.4	27.7	1.5	4.1	22.1	23.5	12.9
O=C(NC1CCCN(c2ccc(C(F)(F)F)cn2)C1)c1cc(Cl)ccc1F (stereo not drawn)	13.9	1.9	-1.5	-0.1	1.3	6.3	-4.6	11.3
O=C(Cn1nc2n(c1=O)-c1ccccc1SC2)N/N=C/c1cccs1	1.1	18.8	13.7	-5.4	-1.6	4.2	-10.8	10.3
COc1cccc(CNC(=O)C2CCN(S(=O)(=O)N3CCC4(CC3)OCCO4)CC2)c1	7.3	0.6	-2.2	-3.7	0.3	-13.4	-7.2	0.4
COc1cccc(CNC(=O)C(=O)NCCC2CCCCN2S(=O)(=O)c2ccccc2)c1 (stereo not drawn)	10.9	-58.9	-7.6	5.4	0.0	6.9	0.0	-11.9
O=C(/C=C/c1ccccc1O)c1ccc(Cl)cc1	6.7	-12.9	9.1	8.8	-3.0	-9.1	4.7	69.1*
Cc1cccc(C(=O)N2CCN(c3ccc(C(F)(F)F)cn3)CC2)c1C	-16.1	-20.9	14.5	2.5	-1.0	22.7	1.0	-6.3
O=C(Nc1cccc(S(=O)(=O)N2CCCCCC2)c1)C1CC(=O)N(c2ccc3c(c2)OCCO3)C1 (stereo not drawn)	5.5	-41.1	1.7	-1.1	-3.0	-4.7	6.3	-3.8
CCOC(=O)c1c(NC(=O)Nc2cccc(Cl)c2)sc(C)c1C	2.3	6.2	16.1	11.2	0.8	8.5	2.9	-4.4
Cc1ccccc1N=Nc1c(N)n[nH]c1N	9.9	14.4	-19.1	-12.8	-0.4	-3.5	0.4	-1.1
CN(C)C(=O)CN1C(=O)NC(c2ccccc2)(c2ccccc2)C1=O	1.5	3.8	-5.2	0.0	-4.5	17.1	5.9	-8.0
CCCN1CCC(=O)N([C@H](CSc2ccccc2)c2ccccc2)CC1	14.2	2.3	1.7	6.1	0.3	17.7	2.5	-1.9
COc1cc(/C=C/C(=O)OCC(=O)Nc2ccc(C)cc2[N+](=O)[O-])ccc1O	2.1	-9.5	1.7	-5.8	-0.3	13.6	-0.2	-7.0
O=C(Nc1nccs1)c1ccc(N2C(=O)C3CCCCC3C2=O)cc1 (stereo not drawn)	3.0	-8.3	-0.5	-2.5	2.4	-10.7	-0.3	-7.2
CO/N=C/NC(=O)NOCc1ccc(Cl)cc1Cl	11.8	-7.2	-14.3	8.6	-0.7	-6.9	-19.8	-1.3
CCCNC(=O)C(=O)Nc1ccc(N(C)C)cc1	-7.9	22.0	-13.7	-5.2	1.8	-39.9	-6.0	-7.4
CC1CCN(c2nc3c(c(=O)[nH]c(=O)n3C)n2Cc2ccccc2)CC1	21.5	17.3	1.5	2.2	-1.2	11.0	2.4	-0.7
COc1ccc(C(=O)/C(C#N)=N/Nc2ccc([N+](=O)[O-])cc2)cc1	76.3*	72.6*	-5.2	-235.1	-9.5	68.9*	66.7*	-4.7
CSc1cc(-c2ccccc2)[nH]c(=O)c1C#N	-2.3	8.1	-1.2	14.1	-2.2	-9.5	-7.8	-1.0
O=C(COC(=O)c1ccco1)c1ccc2ccccc2c1	20.8	2.8	-4.9	-4.0	-3.6	14.4	10.7	8.9
O=C(C1CCC(CNS(=O)(=O)c2cccc3cccnc23)CC1)N1CCCC1 (stereo not drawn)	4.4	3.7	0.7	5.8	0.7	-4.8	-3.4	-8.5
O=C(O)CCCCCCCCc1cn(Cc2ccc(C(=O)c3ccccc3)cc2)nn1	6.5	-12.9	-10.7	-10.5	-4.9	-11.3	-7.9	-3.5
CCc1nc(SCC(=O)c2cc(C)ccc2C)n[nH]1	4.1	-2.4	7.0	2.0	0.1	-4.1	0.2	-0.8
COc1ccc(N2CCN(C(=O)CCCn3c(=O)[nH]c4cc(Cl)ccc4c3=O)CC2)cc1	-1.9	-1.3	-4.8	0.9	6.7	-9.8	-13.4	-12.4
O=c1c2ccccc2ncn1Cc1ccco1	-2.2	-4.7	-7.1	2.8	-3.2	-5.5	-3.7	-3.6
O=C1COc2ccc(C(=O)COC(=O)Cc3ccsc3)cc2N1	2.8	11.3	-4.2	8.6	-2.8	1.0	-4.7	-0.2
O=C(NC1CC1)c1ccc2c(Cl)c3c(nc2c1)CCCC3	10.9	-1.1	0.0	1.2	0.3	-3.9	-4.8	-1.2
Cc1c(C(=O)N2CCC(Cc3ccccc3)CC2)sc2ncnc(N3CCC(C)CC3)c12	25.0	14.8	11.2	-3.5	-1.0	3.4	20.4	4.4
CN(CC(=O)NNC(=O)Cc1ccccc1F)S(=O)(=O)c1ccc(Cl)cc1	4.0	18.5	1.5	-3.9	4.8	-1.8	1.6	-2.2
CC(C)NS(=O)(=O)c1ccc(OCC(=O)Nc2ccc3c(c2)OCCO3)cc1	1.5	-22.4	0.2	-0.6	-1.8	-6.8	-6.8	-7.2
O=Cc1cnc(N2CCCCC2)s1	0.5	2.8	-10.3	-0.8	2.7	-1.7	0.6	-5.7
CCCCCCCc1c(O)nc(SCCN(C)C)[nH]c1=O	6.0	-8.2	-0.7	-12.6	-5.6	2.6	-4.1	-6.8
CCOC(=O)Cc1cc(=O)n2[nH]c(-c3ccccc3)cc2n1	1.4	-12.3	-7.3	3.7	-6.2	-9.7	0.0	-4.6
Cc1cc(=O)[nH]n(CCO)c1=O	0.1	1.5	-11.9	4.0	-2.1	3.7	2.7	-1.7
CCCC(=O)N1CCCC(c2nc(-c3cccc(OC)c3)no2)C1 (stereo not drawn)	9.4	-0.8	10.6	4.6	-3.1	-95.4	-6.5	-10.6
CCOc1ccc(C(C)=O)cc1CSC(=N)N	11.0	4.8	-4.5	0.1	0.6	-5.1	-0.2	6.8
Cc1cc(=O)n2[nH]c(-c3ccc(F)cc3)cc2n1	-3.6	-4.0	-5.6	-3.2	-3.5	-32.2	-1.2	-4.2

Reprinted at random: 5 entries already listed.
SMILES	CCR6 antag	APJ antagonist	EBI2 block	UBC13 polyUb	APJ ag	Gli-Sufu block	CXCR6 block	ATG4B inh
CCCC(=O)N1CCCC(c2nc(-c3cccc(OC)c3)no2)C1 (stereo not drawn)	9.4	-0.8	10.6	4.6	-3.1	-95.4	-6.5	-10.6
CCOc1ccc(C(C)=O)cc1CSC(=N)N	11.0	4.8	-4.5	0.1	0.6	-5.1	-0.2	6.8
CC(C)NS(=O)(=O)c1ccc(OCC(=O)Nc2ccc3c(c2)OCCO3)cc1	1.5	-22.4	0.2	-0.6	-1.8	-6.8	-6.8	-7.2
O=Cc1cnc(N2CCCCC2)s1	0.5	2.8	-10.3	-0.8	2.7	-1.7	0.6	-5.7
Cc1c(C(=O)N2CCC(Cc3ccccc3)CC2)sc2ncnc(N3CCC(C)CC3)c12	25.0	14.8	11.2	-3.5	-1.0	3.4	20.4	4.4

Remaining list, next part
SMILES	CCR6 antag	APJ antagonist	EBI2 block	UBC13 polyUb	APJ ag	Gli-Sufu block	CXCR6 block	ATG4B inh
Cc1ccc(Cn2c(=O)n(CCC(=O)NCc3ccc4c(c3)OCO4)c(=O)c3ccccc32)cc1	-3.4	-17.8	1.0	2.5	-1.5	6.6	-1.4	-14.6
O=C(NN=C1CCCC1)c1ccccc1O	4.2	-16.2	1.8	-0.9	0.6	-3.7	-3.1	-9.6
COc1ccc(NC(C)=O)c([N+](=O)[O-])c1[N+](=O)[O-]	-14.2	·	-8.4	·	·	3.9	-11.6	-2.2
CCCCOc1ccc(C(=O)N/C(=C\c2cccc([N+](=O)[O-])c2)C(=O)OCCC)cc1	-6.2	-3.1	8.7	-4.7	4.1	-34.2	0.2	13.3
COc1cccc(C2C(C(C)=O)=C(O)C(=O)N2Cc2ccco2)c1 (stereo not drawn)	-3.1	-8.4	-25.9	-7.2	-1.7	-2.6	-13.9	-7.4
Cc1cc(C)nc(SCC(=O)OCC(=O)Nc2nc3ccccc3s2)n1	-7.3	-17.4	6.2	-5.2	0.1	-27.1	-4.7	-13.1
